PTAP TSG101 blk = blocks PTAP/TSG101 interaction to inhibit HIV-1 budding; Q99816; Fluorescence polarization, FITC-PTAP peptide / Tsg101 binding; Potency, µM (top dose mostly 115 µM), inactives show at the highest dose activity change, negative = inhibition, actives largely listed as inhibitors; 340,000 tested, under 10 active; active means well fitted inhibition curve with a large enough effect in the main read-out, with a control signal flat, not every such curve was filed as active; inconclusive means small, poorly fitted or top-dose-only effect, or effect the other way, or a change in a side signal; inactive means no such curve, though single readings can be large or run the other way; further: potency means the concentration at half of the fitted maximal effect; % of control where 0% means no effect
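Fluorescence anisotropy tracks displacement of a FITC-tagged PTAP peptide (50 nM) from the Tsg101 binding domain (10 uM), following a 20 min room-temperature incubation at pH 7.5.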
B2AR arrestin = recruits beta-arrestin to the human beta2-adrenergic receptor; hit rate 0.02% among 330,000; beta-arrestin recruitment to beta2AR, cell-based reporter; P07550; Potency, µM (titrated, usually from 46.1 µM), without a hit: at the top dose activation, actives largely listed as activators; AID 492947;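 further: potency means the concentration at half of the fitted maximal effect; 0% = DMSO controls and full agonism = EC100 isoproterenol or metaproterenol; nearly all actives have a fitted effect of over 65% in size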
Target sequence (P07550 whole entry, looked up): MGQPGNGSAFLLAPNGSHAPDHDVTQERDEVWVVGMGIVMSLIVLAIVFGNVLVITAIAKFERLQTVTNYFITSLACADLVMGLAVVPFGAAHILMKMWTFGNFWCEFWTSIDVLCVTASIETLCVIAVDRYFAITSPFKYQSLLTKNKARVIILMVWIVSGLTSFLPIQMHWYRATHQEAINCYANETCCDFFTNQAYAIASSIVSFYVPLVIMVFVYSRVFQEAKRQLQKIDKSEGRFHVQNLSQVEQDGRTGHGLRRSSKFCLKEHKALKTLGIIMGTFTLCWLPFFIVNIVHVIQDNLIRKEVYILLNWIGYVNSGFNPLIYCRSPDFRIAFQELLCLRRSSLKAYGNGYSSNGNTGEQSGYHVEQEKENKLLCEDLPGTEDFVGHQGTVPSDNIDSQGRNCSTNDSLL
ASM inhibitor = human S-ASM enzyme inhibition; Potency, µM (top dose mostly 57.5 µM), inactives show at the top dose activity change, negative = inhibition, actives largely listed as inhibitors; placental ASM, HMU-PC fluorogenic substrate, 60 min; P17405; hit rate 0.006% among 340,000; AID 504937; further: potency means the concentration at half of the fitted maximal effect
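Fluorogenic HMU-PC substrate (9 uM final) is turned over by placental ASM in 60 min at 37 C after a 10 min compound preincubation. Reaction ended by alkaline stop (pH 10), with fluorescence read at 386/447 nm.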
Integrin act MD = activators of alpha7 integrin expression for muscular dystrophy | alpha7betagal myoblasts, beta-gal FDG fluorescence, 48 h | Potency, µM (doses to about 38.3 µM), inactives show top-dose activation, actives largely listed as activators | hit rate 0.064% among 350,000 | AID 624291;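 further: potency means the concentration at half of the fitted maximal effect; 100% = response of the positive control SU9516; nearly all actives have a fitted effect of over 60% in size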
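alpha7betagal+/- myoblasts (passage 13, 250/well) treated 48 h at 37C with compounds at 1:260 dilution of DMSO stock. Lysed, then beta-galactosidase activity read as FDG fluorescence (ex 480/em 540) after 30 min, with pre-read for autofluorescence.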
Eya2 phos inh = blocks the phosphatase activity of human Eya2 | O00167 | AID 488837 | Potency, µM (titrated, usually from 76.9 µM), inactives show at the top dose activity, negative = inhibition, actives largely listed as inhibitors | recombinant Eya2, OMFP fluorescence dephosphorylation (OMFP is methylfluorescein phosphate) | hit rate 0.006% among 330,000; further: potency means the concentration at half of the fitted maximal effect; on the % scale 0 is the no-effect control and ±100 the full control effect
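Eya2 protein (added as 0.2 uM solution) was preincubated with compound for 10 min at ambient temperature in 50 mM HEPES pH 7.5, 50 mM NaCl, 5 uM MgCl2, 0.05% BSA, 1 mM DTT. OMFP (added at 50 uM) then reacted 10 min; fluorescence read at 485/525 nm.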
TRPV1 ag = human TRPV1 agonism; TRPV1-expressing cells, Fluo-8 calcium influx, agonist mode; activation, % at 8.33 µM; hit rate 0.19% among 320,000; in the data active means activation above about 80%; inconclusive means between about 30% and that limit; further: 0% is about no effect
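Fluo-8 calcium influx in TRPV1-expressing cells, kinetic read (ex 480/em 520 nm). Compound added and read 3 min for agonist activity, followed by capsaicin at EC20 final and 2 min further read for enhancement.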
BRCA1 expr act = BRCA1 expression activation; MCF7-BRCA1-FFLuc reporter, luminescence, 48 h; response scale: scaled: vehicle 0%, 10 µM genistein 100%; Potency, µM (top dose mostly 46.1 µM), for inactives: top-dose activation, hits mostly activators; hit rate 1.1% among 380,000; AID 624202; further: potency means the concentration at half of the fitted maximal effect; nearly all actives have a fitted effect of over 80% in size; some results filed as inactive show a strong effect at the top dose
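MCF7 cells carrying a BRCA1-firefly luciferase reporter (2000 cells/well, phenol-red free MEM) were attached for 2 h at 37 °C, then given compounds for 48 h. Luminescence was read 15 min after luciferase reagent; activity normalized to genistein (10 microM) and DMSO.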
p53 reactivation = restores transcriptional activity of mutant p53; H1299 p53-A138V BP100-luciferase reporter, luminescence, 24 h; Potency, µM (highest dose often 92.2 µM), inactives show at the top dose activity change, positive = activation, usual class: activators; hit rate 0.063% among 320,000; AID 504706; further: potency means the concentration at half of the fitted maximal effect; % of control where 0% means no effect; nearly all actives have a fitted effect of over 45% in size
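H1299 (p53-null), stable ts p53-A138V + BP100-Luc; 1000 cells/well, Opti-MEM/10% FBS; cpd 4 pt, 1:5; 24 h, 37 deg C, 5% CO2; detection reagent 10 min RT; luminescence.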
USP2a block = USP2a (human) protease inhibition; AID 463254; O75604; hit rate 0.01% among 330,000; USP2 core, Ub-CHOP2 coupled fluorogenic reporter, 485/531; Potency, µM (series often up to 38.3 µM), for the others: at the highest dose activity change, negative = inhibition, hits mostly inhibitors;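 further: potency means the concentration at half of the fitted maximal effect; plate controls were DMSO wells for no effect and full inhibition by NEM control for full effect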
Target sequence (O75604 whole entry, looked up): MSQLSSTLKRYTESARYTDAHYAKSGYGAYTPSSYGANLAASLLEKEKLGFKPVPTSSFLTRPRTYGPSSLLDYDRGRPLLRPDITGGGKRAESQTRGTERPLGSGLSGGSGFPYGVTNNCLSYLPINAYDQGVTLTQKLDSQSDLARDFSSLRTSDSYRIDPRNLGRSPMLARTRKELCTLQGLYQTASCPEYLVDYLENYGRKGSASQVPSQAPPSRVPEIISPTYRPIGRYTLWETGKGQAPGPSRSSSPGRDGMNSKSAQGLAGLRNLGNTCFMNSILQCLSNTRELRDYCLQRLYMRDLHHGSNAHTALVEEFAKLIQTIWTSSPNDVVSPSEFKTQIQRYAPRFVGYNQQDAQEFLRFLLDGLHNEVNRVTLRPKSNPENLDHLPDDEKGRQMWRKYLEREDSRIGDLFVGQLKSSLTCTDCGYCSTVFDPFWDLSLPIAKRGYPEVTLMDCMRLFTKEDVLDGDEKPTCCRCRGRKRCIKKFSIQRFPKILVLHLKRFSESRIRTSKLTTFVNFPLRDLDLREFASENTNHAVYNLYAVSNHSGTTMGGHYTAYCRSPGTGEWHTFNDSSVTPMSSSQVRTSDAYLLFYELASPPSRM
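Cell-free coupled assay: 10nM USP2 core preincubated 30min RT with compound in Tris-HCl pH 8.0/CaCl2/CHAPS buffer, then 25nM Ub-CHOP2 and 25nM reporter substrate; fluorescence (Ex 485/Em 531) read after 60min RT, normalized to NEM inhibition, concentration-response curves fitted.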
uPA surface inh = blocks generation of uPA at the cell surface | cell surface uPA generation assay, qHTS | Potency, µM (series often up to 38.3 µM), for the others: top-dose activity change, negative = inhibition, actives largely listed as inhibitors | hit rate 0.31% among 330,000 | AID 540303; active means well fitted inhibition curve with a large enough effect; inconclusive means small, poorly fitted or top-dose-only effect; inactive means no such curve, though single readings can be large or run the other way; tested in mouse RAW 264.7 cells; further: potency means the concentration at half of the fitted maximal effect; on the % scale 0 is the no-effect control and ±100 the full control effect; nearly all actives have a fitted effect of over 55% in size
ELG1 genotoxic = inducers of genotoxicity in HEK293T ELG1-luciferase cells; HEK293T ELG1-luciferase reporter, luminescence, 16 h; Potency, µM (titrated, usually from 46 µM), for inactives: at the top dose activity change, positive = activation, usual class: activators; hit rate 1.3% among 330,000; further: potency means the concentration at half of the fitted maximal effect; % of control where 0% means no effect; nearly all actives have a fitted effect of over 60% in size
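Step 1: seed 2,000 HEK293T ELG1-luciferase cells per well. Step 2: add compound or DMSO, incubate 16 hr at 37 °C. Step 3: ONE-Glo, 30 min at room temperature, read luminescence.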
Active calls of the source: *; ? = inconclusive; / = no result given; & = joins results of further samples; [ ] = remark or other dose. Unless noted, the call rests on the fitted dose curve; in most records, active means well fitted curve in the direction sought with a large enough effect; inconclusive means small, poorly fitted or top-dose-only effect, or another doubt; inactive means no such curve, though single readings can be large; an effect the other way counts as inactive or inconclusive. This is a random part of the collection (roughly 2.6% active in at least one column).

SMILES	PTAP TSG101 blk	B2AR arrestin	ASM inhibitor	Integrin act MD	Eya2 phos inh	TRPV1 ag	BRCA1 expr act	p53 reactivation	USP2a block	uPA surface inh	ELG1 genotoxic
O=[N+]([O-])c1cccc(CSc2nnc(Cc3ccccc3)n2-c2ccc(F)cc2)c1	-1%	-0.5%	-4%	11%	-10%	6	-29%	-14%	5%	3%	-7%
Cc1ccc(S(=O)(=O)Nc2nc(C)c(C(=O)N/N=C/c3ccccc3)s2)cc1	-8%	-0.1%	-1%	-23%	2%	-3	1%	4%	2%	-2%	-20%
O=C(OCc1cc2ccccc2[nH]c1=O)c1cccnc1	-13%	0.3%	1%	1%	19%	-1	-45%	-1%	1%	-7%	4%
CN(C)/C=C/C(=O)c1ccccc1F	-6%	-1.8%	4%	?	26%	-4	-4%[1.84 µM]	10%	0%	-3%	2%
COc1ccccc1NC(=O)Nc1nc(CC(=O)N2CCN(c3ccccc3F)CC2)cs1	-5%	-0.8%	-2%	20%	-13%	0	-14%	13%	-9%	-3%	-13%
CN1CCN(Cc2c(C(=O)N/N=C/c3cccc(Br)c3)nnn2-c2nonc2N)CC1	-9%	-0.3%	-1%	-2%	-3%	1	-19%	29%	1%	?	?
CCOc1ccc(C(=O)N[C@H](C(=O)Nc2ccc(OC)c(S(=O)(=O)N3CCOCC3)c2)C(C)C)cc1	-1%	0.1%	-1%	-11%	-14%	1	-43%	-6%	-1%	0%	-2%
Cc1ccc(NC(=O)CCN2C(=O)c3ccccc3C2=O)cc1C	1%	-0.2%	1%	36%	-11%	3	0%	-4%	3%	2%	-3%
CCCCOc1ccc(CN2CCC(O)CC2)cc1	-5%	0.0%	1%	0%	-6%	-8	?	-5%	1%	/	6%
COC(=O)C1=C(C)N(Cc2ccccc2)C(=O)N[C@H]1CCc1ccccc1	0%	/	0%	23%	/	/	8%	/	/	11%	/
COc1cccc(C2/C(=C(/O)c3ccncc3)C(=O)C(=O)N2CCCN(C)C)c1 (stereo unspecified)	/	-0.2%	/	/	10%	4	/	0%	0%	/	-4%
COc1ccc(C(CNC(=O)c2c(C)nn(Cc3ccccc3)c2Cl)N2CCOCC2)cc1 (stereo unspecified)	-13%	0.4%	-5%	-26%	-8%	6	-12%	-1%	-6%	3%	-2%
O=C(COC(=O)c1ccc(S(=O)(=O)N2CCCCCC2)cc1)NCc1ccc(Cl)cc1	0%	-0.1%	-3%	8%	-3%	10	23%	3%	4%	-4%	3%
CCCN1CCN(CCCNC(=O)CN2C(=O)COc3ccccc32)CC1	-10%	-0.1%	-2%	?	-24%	-1	8%	10%	0%	5%	-4%
Cc1ccc(NC(=O)N(CCC(=O)O)Cc2ccccc2)cc1	-2%	0.0%	-3%	1%	0%	1	-12%	-2%	2%	1%	0%
COc1ccc(C2/C(=C(/O)c3ccc(C)cc3)C(=O)C(=O)N2c2ccccn2)cc1OC (stereo unspecified)	-2%	-0.2%	0%	?	2%	-5	-3%	0%	1%	7%	5%
O=c1c(Cc2ccc(F)cc2)c(O)ccn1CCCN1CCOCC1	0%	0.0%	7%	?	-11%	3	-19%	5%	0%	-8%	0%
CCCCC[C@@H]1C=C(C(=O)O)[C@H](c2ccc(Br)cc2)N1S(=O)(=O)c1ccc(C)cc1	-2%	-0.8%	4%	-12%	-2%	/	7%	-8%	-3%	-13%	0%
Nc1ccc(S(=O)(=O)c2cc(O)c3ccccc3c2O)cc1	-1%	/	-9%	-23%	/	/	-24%	/	/	7%	/
COc1ccc(Cn2c(CCC(=O)NCCC(C)C)nc3ncccc3c2=O)cc1	-4%	0.2%	-1%	8%	7%	-1	-1%	0%	2%	-1%	2%
Cc1ccccc1NC(=S)NNC(=O)c1ccco1	-1%	3.4%	4%	8%	5%	1	8%	/	1%	-1%	0%
COc1ccc2cc(C(=O)C3CCCN(Cc4cnc(N5CCOCC5)s4)C3)ccc2c1 (stereo unspecified)	-4%	0.2%	1%	-28%	-5%	?	-74%	-4%	-1%	8%	9%
CCc1ccccc1NC(=O)CCCSc1nc2ccccc2s1	1%	-1.7%	3%	-4%	1%	18	-22%	7%	0%	1%	-1%
Cc1ccc(CNC(=O)c2cc(S(=O)(=O)N3CCOCC3)cn2C)cc1	-5%	-0.2%	6%	24%	-14%	2	1%	/	2%	-7%	1%
Cc1nnc(NC(=O)c2c(F)cccc2F)s1	-3%	-0.4%	1%	-7%	-12%	-1	11%	1%	0%	-8%	-8%
N#Cc1ccccc1OCC(=O)Nc1cccc(S(=O)(=O)N2CCCCCC2)c1	-1%	-0.9%	-2%	-1%	-8%	4	-34%	-7%	3%	-17%	0%
CC1(C)CC(CCN(Cc2ccccc2)C(=O)c2ccco2)(c2ccccc2)CCO1 (stereo unspecified)	-1%	0.1%	-1%	27%	-13%	20	-28%	-9%	-3%	-10%	-10%
O=c1oc2ccccc2c(NCc2ccccc2F)c1[N+](=O)[O-]	-2%	-0.5%	5%	-5%	4%	0	-30%	6%	4%	-10%	-2%
CNCc1ccccc1OCc1ccccc1F	-3%	0.0%	-4%	-27%	-8%	0	-3%	0%	2%	-3%	-5%
Oc1c(CN2CCCC2)cc(COCc2ccccc2)c2cccnc12	-2%	3.5%&-0.4%	-4%	/	4%&0%	/	-18%	17%	1%&-1%	4.5µM*	?
COc1ccc(S(=O)(=O)Nc2ccc3c(c2)C(=O)N([C@H](C)CO)C[C@H](C)[C@H](CN(C)Cc2ccc(C(=O)O)cc2)O3)cc1	0%	0.1%	-1%	-14%	?	/	2%	1%	4%	14%	-1%
Cc1cc(OC(=O)c2ccccc2Cl)cc(=O)n1C	-6%	-0.3%	-1%	-8%	-1%	1	3%	9%	3%	-6%	-1%
CCOc1ccc(N2C(=O)CN(C)C2=S)cc1	-2%	0.5%	3%	-13%	9%	-2	-11%	0%	1%	3%	2%
COCc1cc(=O)[nH]c(-c2ccccc2OC(F)(F)F)n1	-1%	-0.3%	-2%	39%	-15%	2	0%	3%	-1%	5%	-1%
CC(=O)C(=Nc1ccccc1Cl)NNc1ccc(Cl)cc1	0%	2.7%	-23%	11%	-7%	-5	-65%	8%	-11%	-4%	3%
CC(NC(=O)C(=O)N1CCCCC1)C(c1cccs1)N1CCN(C)CC1 (stereo unspecified)	-8%	-0.8%	4%	-5%	-1%	0	19%	9%	-2%	1%	9%
COC(=O)c1ccc(Nc2nc(C)cc(C)n2)cc1	-6%	0.9%	-1%	15%	-6%	-5	27%	7%	4%	-1%	1%
CCOC(=O)C1=C(C)NC2=C(C(=O)CC(C)(C)C2)C1c1cccc(C)n1 (stereo unspecified)	-5%	0.3%	/	-5%	0%	1	-2%	-14%	4%	4%	-2%
Cn1c(=O)n(-c2cccc(Cl)c2)c(=O)c2c3c(sc21)COC(C)(C)C3	-10%	-0.1%	0%	-9%	9%	5	2%[1.84 µM]	0%	3%	3%	-1%
Cc1cc(/C=C(\C#N)C(=O)Nc2ccccc2)c(C)n1-c1ccc(C(=O)O)cc1	-4%	-0.5%	19%	6%	2%	/	-1%	-5%	0%	2%	-4%
Cc1ccc2nc(N(CCCN(C)C)C(=O)c3ccc4ncsc4c3)sc2c1	-1%	-0.1%	5%	-51%[inhibitor]	8%	14	-4%	?	5%	4%	?
Cn1c(SCC(=O)NCC2CCCO2)nc2c([nH]c3ccccc32)c1=O (stereo unspecified)	-1%	0.5%	1%	-18%	2%	0	-6%	-2%	-1%	9%	14%
COc1ccc(CC(=O)N[C@@H]2c3cc(OC)c(OC)cc3C[C@H]2O)cc1	-1%	-0.8%	0%	-15%	8%	/	-21%	-7%	-1%	0%	5%
CN(C(=S)Nc1ccc(SC(F)F)cc1)c1ccc(O)cc1	0%	0.0%	-6%	-25%	0%	9	-32%	13%	-3%	-10%	0%
O=C(COC(=O)COc1cccc(Br)c1)Nc1ccc(F)cc1F	-1%	0.0%	0%	0%	4%	16	0%	5%	0%	3%	-3%
O=S(=O)(c1ccc(S(=O)(=O)N2CCOCC2)cc1)N1CCCC1	-2%	-0.1%	-2%	3%	-2%	-5	-14%	2%	2%	4%	-2%
O=C(CN(C(=O)Cn1nnc(-c2cccs2)n1)c1ccc2c(c1)OCCO2)NC1CCCCC1	-1%	-0.2%	-3%	-13%	3%	-4	3%	-4%	-8%	-20%	4%
COC(=O)c1sccc1NC(=S)Nc1ccc(OC)cc1	-5%	-0.3%	4%	-15%	-15%	-4	2%	2%	6%	-2%	2%

Bioassay records deposited in PubChem BioAssay by National Center for Advancing Translational Sciences (NCATS).
